High-throughput results: PubChem BioAssay, Sanford-Burnham Center for Chemical Genomics
UBC13 inh – UBC13 polyubiquitin chain formation inhibitors, primary screen, biochemical, TR-FRET, uHTS | Ubiquitin-conjugating enzyme E2 N (Homo sapiens), P61088 | inhibition, % at 20 µM | 0.47% of 330,000 active; in the data active = inhibition above about 45%, passing the limit was not always enough
Target sequence (P61088 whole entry, looked up): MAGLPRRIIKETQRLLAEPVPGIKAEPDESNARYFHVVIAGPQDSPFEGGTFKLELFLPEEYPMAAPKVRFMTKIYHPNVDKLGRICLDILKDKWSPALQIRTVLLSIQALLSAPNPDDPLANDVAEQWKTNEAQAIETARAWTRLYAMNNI
Apaf-1 inh – inhibitors of human Apaf-1 apoptosome, primary screen, biochemical, DEVD-Rh110 fluorescence, uHTS; reconstituted apoptosome caspase-3 activity; Apoptotic protease-activating factor 1 (Homo sapiens), O14727; AID 489030, 2010; inhibition, % at 20 µM; 0.71% of 330,000 active; active = inhibition of at least 40% at 20 µM;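 note: plate controls were DMSO wells for no effect and DEVD-CHO caspase inhibitor wells for full effect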
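Material: reconstituted apoptosome with Apaf-1, cytochrome c, caspase-9, procaspase-3, dATP / Buffer or medium: pH 7.5 Hepes buffer with CHAPS, BSA, DTT / Also added: cytochrome c with DEVD-Rh110 / Schedule: compound with Apaf-1, dATP, procaspase-3 30 min, then 50 min reaction, room temperature / Technique: rhodamine 110 fluorescence at Ex 480/Em 540 nm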
HKDC1 inh – HKDC1 hexokinase inhibitors, primary screen, biochemical, fluorescence, uHTS; Q2TB90; recombinant HKDC1, G6PDH/diaphorase resazurin coupled fluorescence; inhibition, % at 20 µM; 0.16% of 340,000 active; AID 493160, 2011;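 active = inhibition above about 35% when tested at 20 µM, limit read from the data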;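 note: plate controls were DMSO wells with enzyme for no effect and DMSO wells lacking enzyme for full effect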
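Test system: Recombinant HKDC1 (HK5) hexokinase enzyme, produced in-house | Input: HKDC1 at 5 µg/mL | Buffer or medium: Tris pH 8.0 buffer with MgCl2, Tween-20, BSA, BME | Schedule: 90 min reaction incubation at room temperature, dark | Technique: Resazurin-to-resorufin fluorescence via G6PDH and diaphorase coupling, 525/613 nm | Controls: DMSO wells with and without enzyme mix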
697 NFkB inh – inhibitors of PMA/ionomycin-induced NF-kB reporter, 697 cells, primary screen, B-cell NF-kB inhibitor project, cell-based, luminescence, uHTS. 697 B-cell NF-kB luciferase reporter, 16 h. inhibition, % at 4 µM. 0.33% of 330,000 active. AID 435022, 2010; in the data active = inhibition above about 35%
SENP7 inh – SENP7 protease inhibitors, primary screen, biochemical, luminescence, uHTS; recombinant SENP7, Z-RLRGG-aminoluciferin luminescence, 40 min; inhibition, % at 5 µM; 1.5% of 330,000 active;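 active = inhibition above about 50% at the single test dose, limit read from the data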;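 note: plate controls were DMSO with enzyme for no effect and no enzyme buffer wells for full effect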
Target sequence (Q9BQF6 706-1050 limits assumed): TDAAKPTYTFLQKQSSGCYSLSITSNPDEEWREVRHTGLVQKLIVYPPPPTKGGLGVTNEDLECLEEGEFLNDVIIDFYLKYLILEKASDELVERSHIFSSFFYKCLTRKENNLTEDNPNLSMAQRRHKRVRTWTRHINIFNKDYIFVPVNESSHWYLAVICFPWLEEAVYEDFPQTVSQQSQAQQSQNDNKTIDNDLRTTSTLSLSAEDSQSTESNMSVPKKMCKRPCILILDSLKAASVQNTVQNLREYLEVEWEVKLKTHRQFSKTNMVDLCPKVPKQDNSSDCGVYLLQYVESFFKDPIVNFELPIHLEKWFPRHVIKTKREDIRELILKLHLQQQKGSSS
Jurkat NFkB inh – inhibitors of induced NF-kB luciferase reporter, primary screen, TCR NF-kB activation inhibitor project, cell-based, luminescence, uHTS; Jurkat, PMA/ionomycin-induced NF-kB luciferase reporter; inhibition, % at 4 µM; 0.53% of 330,000 active
SENP8 block – SENP8 protease inhibitors, primary screen, biochemical, luminescence. inhibition, % at 10 µM. purified SENP8, Z-RLRGG-aminoluciferin cleavage. 1.2% of 330,000 active. Sentrin-specific protease 8 (Homo sapiens), Q96LD8. AID 2540, 2010
Target sequence (Q96LD8 whole entry, looked up): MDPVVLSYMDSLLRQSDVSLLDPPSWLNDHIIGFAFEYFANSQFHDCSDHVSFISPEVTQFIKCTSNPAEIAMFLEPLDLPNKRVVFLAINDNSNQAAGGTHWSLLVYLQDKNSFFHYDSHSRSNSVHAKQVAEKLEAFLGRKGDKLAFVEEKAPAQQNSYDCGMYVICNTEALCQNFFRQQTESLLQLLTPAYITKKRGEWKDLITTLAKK
Gli-Sufu antag – Gli-Sufu pathway antagonists, primary screen, luciferase luminescence, Sufu-KO-LIGHT cells, uHTS. Sufu-KO-LIGHT fibroblasts, Gli luciferase reporter luminescence. inhibition, % at 5 µM. 0.74% of 340,000 active;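 active = inhibition above about 55%, limit read from the data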;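 note: 0% = DMSO-treated cells and 100% = wells with medium but no cells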
Starred values were filed as active, the others as inactive. Cut-off read from the data, not from the text of the source, unless noted: active = inhibition above about 50%; inactive = the rest. An unsorted share of the library, and some 3.6% of all compounds hit somewhere here.

Start of the listing, in advance (13 entries):
Values run as follows: UBC13 inh	Apaf-1 inh	HKDC1 inh	697 NFkB inh	SENP7 inh	Jurkat NFkB inh	SENP8 block	Gli-Sufu antag
> CC1Cc2ccccc2N1C(=O)COC(=O)c1ccc(Br)o1 (configuration not stated)
    -6	-5	-3	2	-9	-11	-5	-43
> CCOC(=O)c1ccccc1NC(=O)Cn1cnc2c1c(=O)n(C)c(=O)n2C
    10	-4	-3	18	0	13	0	21
> COc1ccc(CCNC(=O)c2ccccc2Cl)cc1OC
    -3	2	-1	5	-5	12	-15	-11
> CCOC(=O)c1cccc(NC(=O)c2ccc(NC(=O)C3CCCO3)cc2)c1 (configuration not stated)
    7	6	0	6	7	2	7	13
> Cc1ccc(NC(=O)CN(C)C(=O)CN2C(=O)NC(C)(c3ccccc3)C2=O)cc1 (configuration not stated)
    5	-17	-11	11	6	15	-4	-1
> CN(C)c1nc(-c2ccccc2)ncc1S(=O)(=O)c1ccccc1
    6	-5	-3	-3	-2	6	7	-13
> COC(=O)C(C)(C)ONC(=O)Nc1ccc(C)cc1
    2	-11	-9	-24	3	-5	-1	12
> Cc1cccc(NC(=S)NNC(=O)c2csc3c2CCCC3)c1
    -36	18	-18	-101	-9	-98	61*	-30
> CCOCCCNc1nc(C)nc2c1nnn2Cc1c(F)cccc1Cl
    4	3	1	3	4	23	7	13
> COc1ccc(C2=Nn3c(nnc3C(F)(F)F)SC2)cc1
    -1	-3	-2	14	-6	34	-8	4
> O=C(CCC(=O)N1CCCCC1)Nc1ccc(Cl)c(Cl)c1
    -5	-2	-8	-13	13	10	-6	1
> Cc1ccc(C)n1-c1ccc(C(=O)NN=C2CCCC2)cc1
    -6	2	-3	10	-3	12	-4	2
> CN1c2ccccc2-c2nc3ccccc3n2C1c1ccncc1 (configuration not stated)
    2	-9	-1	-3	5	3	-2	10

The list itself (from the top)
Values run as follows: UBC13 inh	Apaf-1 inh	HKDC1 inh	697 NFkB inh	SENP7 inh	Jurkat NFkB inh	SENP8 block	Gli-Sufu antag
> CC1Cc2ccccc2N1C(=O)COC(=O)c1ccc(Br)o1 (configuration not stated)
    -6	-5	-3	2	-9	-11	-5	-43
> CCOC(=O)c1ccccc1NC(=O)Cn1cnc2c1c(=O)n(C)c(=O)n2C
    10	-4	-3	18	0	13	0	21
> COc1ccc(CCNC(=O)c2ccccc2Cl)cc1OC
    -3	2	-1	5	-5	12	-15	-11
> CCOC(=O)c1cccc(NC(=O)c2ccc(NC(=O)C3CCCO3)cc2)c1 (configuration not stated)
    7	6	0	6	7	2	7	13
> Cc1ccc(NC(=O)CN(C)C(=O)CN2C(=O)NC(C)(c3ccccc3)C2=O)cc1 (configuration not stated)
    5	-17	-11	11	6	15	-4	-1
> CN(C)c1nc(-c2ccccc2)ncc1S(=O)(=O)c1ccccc1
    6	-5	-3	-3	-2	6	7	-13
> COC(=O)C(C)(C)ONC(=O)Nc1ccc(C)cc1
    2	-11	-9	-24	3	-5	-1	12
> Cc1cccc(NC(=S)NNC(=O)c2csc3c2CCCC3)c1
    -36	18	-18	-101	-9	-98	61*	-30
> CCOCCCNc1nc(C)nc2c1nnn2Cc1c(F)cccc1Cl
    4	3	1	3	4	23	7	13
> COc1ccc(C2=Nn3c(nnc3C(F)(F)F)SC2)cc1
    -1	-3	-2	14	-6	34	-8	4
> O=C(CCC(=O)N1CCCCC1)Nc1ccc(Cl)c(Cl)c1
    -5	-2	-8	-13	13	10	-6	1
> Cc1ccc(C)n1-c1ccc(C(=O)NN=C2CCCC2)cc1
    -6	2	-3	10	-3	12	-4	2
> CN1c2ccccc2-c2nc3ccccc3n2C1c1ccncc1 (configuration not stated)
    2	-9	-1	-3	5	3	-2	10
> COc1ccc(O)c(CN2CCN(C/C=C/c3ccccc3)CC2)c1
    6	-12	-4	12	-4	8	5	0
> COc1ccc(S(=O)(=O)N(CC(=O)NCc2ccco2)c2ccccc2OC)cc1
    4	2	-2	-2	-3	6	0	-24
> CCOc1ccc(C2C(C(=O)/C=C/c3ccco3)=C(O)C(=O)N2CCN2CCOCC2)cc1OC (configuration not stated)
    -11	8	4	0	8	-10	-1	-2
> Cc1ccc(CNC(=O)C2CCCN(C(=O)N(C)C)C2)cc1 (configuration not stated)
    10	-11	7	15	3	-5	0	0
> COc1ccc(CSCCN)cc1Cl
    -2	3	-10	-16	-11	-8	0	-4
> CC(C)C(=O)N(Nc1nc2ccccc2s1)C(=O)C(C)C
    10	5	-9	13	1	-5	-1	1
> COc1ccccc1C(O)P(=O)(OC(C)C)c1ccc(N(C)C)cc1 (configuration not stated)
    -3	2	-5	-20	8	-3	3	3
> c1ccc(N=P(c2nc3ccccc3o2)(N2CCOCC2)N2CCOCC2)cc1
    -2	2	-4	-20	-6	-9	-6	-23
> N#CC(C#N)=NNc1ccc([N+](=O)[O-])cc1
    -152	-6	1	12	44	14	74*	10
> Cc1ccc(/C=C/C(=O)OCC(=O)NC(=O)NCc2ccccc2)cc1
    -12	-6	-4	17	3	12	-7	-1
> COc1c2c(cc3oc(C)cc(=O)c13)OC(C(C)(C)OC1OC(CO)C(O)C(O)C1O)C2 (configuration not stated)
    6	5	-4	13	7	12	-2	-4
> CSCCC(NC(=O)c1cccc(C)c1)C(=O)NCc1cccs1 (configuration not stated)
    3	2	-5	0	10	-10	-2	-11
> CC(C)CN1C(=O)c2ccc(C(=O)NCc3ccc4c(c3)OCO4)cc2C1=O
    -11	13	-3	16	-4	-9	-7	5
> CCC(C)Sc1nc2c(cnn2-c2ccc(C)cc2)c(=O)[nH]1 (configuration not stated)
    -20	-2	-2	-22	10	-8	-19	5
> Cc1nc2nc(-c3ccccc3)nn2c(C)c1C
    -11	-9	2	-59	6	-74	2	-43
> Cc1ccc(S(=O)(=O)N2CC(O)CC2C(=O)Nc2ccc3c(c2)CCC3)cc1 (configuration not stated)
    -1	6	8	-7	14	-2	-5	0
> Cc1ccc(CN2CCSc3ccc(C(=O)NCc4ccco4)cc32)cc1
    18	5	2	9	4	28	2	-2
> Cc1ccc(S(=O)(=O)N(C)CC(=O)OCC(=O)N2CCCC2=O)cc1
    16	-12	-4	13	-8	17	-3	4
> CCOC(=O)Nc1ccc2c(c1)N(C(=O)CN1CCN(C)CC1)c1ccccc1S2
    5	5	-11	-1	-7	-12	-5	3
> O=C(c1cccc([N+](=O)[O-])c1)N1CCCC(C(=O)N2CCc3ccccc3C2)C1 (configuration not stated)
    1	-2	-2	10	7	6	-9	-11
> COc1ccc(CCNC(=O)c2ccc3ccccc3n2)cc1
    0	13	2	2	-3	-14	2	-36
> Cc1ccc(-n2c(C)nnc2SCC(=O)N2CCc3ccccc3C2)cc1C
    -1	12	-1	-15	-6	0	3	2
> Clc1ccc(-c2cccs2)nn1
    -10	19	-8	-22	-1	4	3	28
> COC(=O)c1ccccc1S(=O)(=O)N1CCC(C(=O)NC2CCCCC2C)CC1 (configuration not stated)
    4	-8	-6	12	-2	-1	1	-2
> O=C(CSc1cccs1)NCCc1ccccc1
    0	2	-5	-22	0	4	3	-38
> COc1ccc(NC(=O)CN2CCC(n3c(C)nc4cc(F)ccc43)CC2)c(OC)c1
    11	6	3	-11	-7	10	-10	12
> CCOC(=O)Cc1ccc(NC(=O)c2ccc([N+](=O)[O-])cc2)cc1
    -5	0	0	1	3	-3	-4	-11
> O=C(c1ccccc1)C1C(c2ccccc2)C1[N+](=O)[O-] (configuration not stated)
    -11	4	-1	-8	-3	-11	-5	0
> CN1CCN(C(=S)c2cn(Cc3ccc(F)cc3)c3ccccc23)CC1
    7	3	11	-8	-6	-5	-5	13
> Cc1c(C(=S)Nc2ccccc2)cnn1-c1ccc([N+](=O)[O-])cc1
    -22	11	-9	-78	-5	23	-7	11
> Nc1nc(-c2ccc3c(c2)CCO3)cs1
    0	-1	-6	22	-3	-4	5	-37
> COc1ccccc1-n1c(-c2ccco2)n[nH]c1=S
    4	1	-8	15	5	-6	0	6
> O=C(NC1C=CS(=O)(=O)C1)c1ccccc1 (configuration not stated)
    -7	-4	3	-24	1	9	3	-13
> CCn1c(SC(=O)NC2CCCCC2)nnc1-c1cccs1
    8	-5	7	-11	1	-16	-6	-22
> O=C(COC(=O)C12CC3CC(CC(C3)C1)C2)Nc1ccc([N+](=O)[O-])cc1Cl
    10	11	-2	-1	3	10	-2	-1
> O=C(NCc1ccco1)NC(=O)c1csc([N+](=O)[O-])c1
    -3	-30	-4	-1	-2	13	5	4
> COc1ccc(CN2C(=O)c3cccnc3C2=O)cc1S(=O)(=O)N1CCCCC1
    -1	3	-2	21	3	-7	2	-12
> CCC(C)(C)C1CCC2(CC1)NC(=S)N(c1ccccc1)N2 (configuration not stated)
    0	-4	-1	14	0	10	1	4
> Cc1ccccc1OCC(O)Cn1c(NCc2ccccc2)nc2c1c(=O)[nH]c(=O)n2C (configuration not stated)
    -6	12	-2	4	8	-8	9	12
> COc1ccc(N2CCN(Cc3nc(-c4ccc(Cl)cc4Cl)no3)CC2)cc1
    18	13	-7	13	-3	8	-3	3
> Cc1cc(F)c(F)c(C(=O)NC2CC2)c1Cl
    -19	-12	-8	4	13	-7	-10	4
